bIAP activator: bovine intestinal alkaline phosphatase activators, primary screen, biochemical, bovine IAP, CDP-star luminescence | alkaline phosphatase, intestinal [Bos taurus] | purified bovine IAP, 30 min; hits give high values; fold of DMSO-control signal, blank-subtracted | activation factor at 20 µM | 0.17% of 200,000 active | AID 1016, 2008;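 active = activation factor of 2 or more at 20 µM, a signal rise over negative controls twice the positive control's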
Lmaj promast: Leishmania major promastigote growth inhibition, primary screen. Leishmania major promastigotes, resazurin fluorescence viability. inhibition, % at 10 µM. 9% of 200,000 active. AID 1063, 2008; in the data active = inhibition above about 50%;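 note: promastigotes grown with compound for 44 hours at 28 °C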
bIAP inhibitor: bovine intestinal alkaline phosphatase inhibitors, primary screen, selectivity assay for TNAP inhibitor project, biochemical, bovine IAP, CDP-star luminescence; alkaline phosphatase, intestinal [Bos taurus]; purified bovine IAP, 30 min; inhibition, % at 20 µM; 190,000 tested, under 10 active; AID 1019, 2008;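 active = over 50% inhibition of intestinal alkaline phosphatase at 20 µM in the single-dose screen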
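System: purified bovine intestinal alkaline phosphatase (IAP) enzyme; Input: IAP diluted 1/65,000,000 in the well; Measured by: CDP-star luminescence signal; Compound dosing: 20 µM single dose; Incubation: 30 min reaction at room temperature.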
PPARg SRC1 recr: PPARgamma agonists recruiting SRC-1 coactivator, primary screen, biochemical; Peroxisome proliferator-activated receptor gamma (Homo sapiens), P37231; PPARgamma-SRC-1 coactivator recruitment biochemical assay; 0.41% of 200,000 active; activation, % at 8 µM; AID 631, 2007; in the data active = activation above about 19%;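 note: 0% = DMSO and 100% = reference agonist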
PPARg SRC2 recr: agonists of PPARg-SRC-2 recruitment, primary screen, biochemical, HTS | activation, % at 8 µM | PPARgamma LBD-SRC-2 recruitment | 0.34% of 200,000 active | Peroxisome proliferator-activated receptor gamma (Homo sapiens), P37231; in the data active = activation above about 22%;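 note: 0% = vehicle and 100% = reference agonist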
SRC2 TRFRET art: TR-FRET signal artefacts, primary screen, artefact control for PPARgamma SRC-2 agonist project, biochemical. TR-FRET artefact counter-screen; hits give high values. TR-FRET ratio at 8 µM. 0.4% of 200,000 active. AID 1049, 2008; in the data active = TR-FRET ratio above about 2000; note: inactives centre near 1500
ROMK mod: ROMK potassium channel modulators, primary screen, cell-based, thallium flux, MLSMR library; ATP-sensitive inward rectifier potassium channel 1 (Homo sapiens), P48048; Tet-inducible ROMK, thallium flux fluorescence; actives lie on both sides; B-score at 10 µM; 2% of 130,000 active; AID 1918, 2009;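 active = signal ratio slope over the read window, or its plate-corrected B-score, at least 3 SD from the plate mean, either direction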;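 note: B-score of the F/F0 ratio slope over 7 to 12 s after thallium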
S1P3 antagonist: S1P3 receptor antagonists, primary screen, cell-based. Sphingosine 1-phosphate receptor 3 (Homo sapiens), Q99500. CHO S1P3 NFAT-BLA reporter, FRET fluorescence, antagonist mode. inhibition, % at 4.98 µM. 0.27% of 170,000 active;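 active = inhibition above the plate cutoff, the mean inhibition of test wells on that plate plus 3 SD, cut at about 28% in these data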;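 note: cells challenged with S1P at its EC80 of 0.8 µM; blue over green emission ratio from cleaved BLA substrate after 4 h stimulation; 0% = S1P-stimulated wells and 100% = unstimulated DMSO-only wells; some compounds past the cut are filed as inactive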
DTT redox prof: compounds producing H2O2 with reducing agent – biochemical, NIH compound library profiling, artefact control for MLSCN library redox annotation, primary screen | activation, % at 10 µM | 0.03% of 200,000 active | DTT-dependent redox cycling H2O2, phenol red/HRP absorbance; 100% = 100 µM peroxide control, 0% = buffer;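 active = activation of at least 50% relative to the plate's high and low controls in the primary single-dose screen; inactive = activation below 50%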;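 note: compound incubated with DTT at 0.8 mM final as the reducing agent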
TLR4 MyD88 comp: inhibitors of TLR4-MyD88 association in cells, primary screen, cell-based, HeLa CL3-4, BLA complementation, FRET ratio; inhibition, % at 8.4 µM; 0.18% of 200,000 active; HeLa CL3-4 TLR4/MyD88 BLA complementation; Toll-like receptor 4 (Homo sapiens) + Myeloid differentiation primary response protein …; in the data active = inhibition above about 25%;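 note: 0% = vehicle and 100% = reference inhibitor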
Target sequence (O00206 whole entry, looked up): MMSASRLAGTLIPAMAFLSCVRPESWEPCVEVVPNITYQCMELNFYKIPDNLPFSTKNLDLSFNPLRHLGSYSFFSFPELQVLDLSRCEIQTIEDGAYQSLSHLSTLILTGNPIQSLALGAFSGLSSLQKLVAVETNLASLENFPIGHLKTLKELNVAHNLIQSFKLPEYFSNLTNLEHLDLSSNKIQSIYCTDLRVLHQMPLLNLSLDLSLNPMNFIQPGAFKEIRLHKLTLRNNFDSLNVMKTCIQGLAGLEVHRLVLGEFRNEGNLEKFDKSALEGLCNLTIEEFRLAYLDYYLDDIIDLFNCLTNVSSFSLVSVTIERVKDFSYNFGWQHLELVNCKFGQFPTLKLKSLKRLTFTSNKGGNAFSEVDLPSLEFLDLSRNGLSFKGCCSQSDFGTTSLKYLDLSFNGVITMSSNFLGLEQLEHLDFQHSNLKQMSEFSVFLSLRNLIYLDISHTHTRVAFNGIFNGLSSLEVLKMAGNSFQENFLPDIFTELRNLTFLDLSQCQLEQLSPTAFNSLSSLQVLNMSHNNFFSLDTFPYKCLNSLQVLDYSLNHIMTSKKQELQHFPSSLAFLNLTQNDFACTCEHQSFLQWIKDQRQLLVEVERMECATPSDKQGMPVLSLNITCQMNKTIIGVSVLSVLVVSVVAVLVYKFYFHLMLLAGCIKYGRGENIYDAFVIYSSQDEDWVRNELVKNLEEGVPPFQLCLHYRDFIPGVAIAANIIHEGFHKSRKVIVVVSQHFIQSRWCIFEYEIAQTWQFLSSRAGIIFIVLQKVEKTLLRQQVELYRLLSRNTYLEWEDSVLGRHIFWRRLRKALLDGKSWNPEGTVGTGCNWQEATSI
Target sequence (Q99836 whole entry, looked up): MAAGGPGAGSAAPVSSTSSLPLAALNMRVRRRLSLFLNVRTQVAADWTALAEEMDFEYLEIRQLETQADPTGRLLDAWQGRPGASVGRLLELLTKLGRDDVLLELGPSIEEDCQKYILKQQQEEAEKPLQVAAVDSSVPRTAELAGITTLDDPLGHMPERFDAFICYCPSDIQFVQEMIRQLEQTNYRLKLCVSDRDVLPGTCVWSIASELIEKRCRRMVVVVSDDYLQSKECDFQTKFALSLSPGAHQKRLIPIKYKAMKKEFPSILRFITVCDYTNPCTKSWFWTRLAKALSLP
PPARg SRC3 recr: PPARgamma agonists recruiting SRC-3 coactivator, primary screen, biochemical; Peroxisome proliferator-activated receptor gamma (Homo sapiens), P37231; biochemical PPARgamma/SRC-3 coactivator recruitment assay; activation, % at 8 µM; 0.26% of 200,000 active; in the data active = activation above about 23%;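 note: 0% = DMSO and 100% = reference agonist; some compounds past the cut are filed as inactive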
Active calls of the source: *; nt = not tested or not shown. Rows were taken by chance (roughly 11% active in at least one column).

SMILES	PPARg SRC2 recr	bIAP inhibitor	Lmaj promast	ROMK mod	PPARg SRC1 recr	bIAP activator	TLR4 MyD88 comp	PPARg SRC3 recr	SRC2 TRFRET art	DTT redox prof	S1P3 antagonist
COc1ccc2nc(/C(C#N)=C\c3ccc(C(=O)O)cc3)[nH]c2c1	9.8	-2.3	3.3	-1.02	9.3	1	27.4*	4.8	1494	-1.1	-4.0
COc1ccc(-c2nc3ccccc3n2OCC(=O)O)cc1	10.2	7.6	-1.1	-0.349	12.6	0.9	-27.4	-2.7	1620	0.0	14.9
CC(C)(C)c1cnnn1-c1ccc(/C=N/Nc2ccc([N+](=O)[O-])cc2)cc1	-10.4	19.6	7.7	0.0831	-6.5	0.8	0.2	-0.3	1305	0.2	-6.1
CCC(=O)Nc1c(C)ccc2nsnc12	8.4	7.4	-6.5	nt	8.5	0.9	13.6	6.3	1737	-3.3	-71.8
COc1ccc(CCNC(=O)C(=O)Nc2ccc3c(c2)OCO3)cc1OC	-0.4	2.7	-1.5	0.211	-1.4	1	1.5	-1.7	1662	-0.9	-2.2
CCN(CC)C(=O)/C(=C/c1ccc2c(c1)OCO2)NC(=O)c1ccc(Br)cc1	-1.9	-1.0	-3.0	0.235	-3.5	1	11.7	1.0	1414	0.4	4.8
COCCCNC(=O)CNC(=O)c1cn(-c2ccccc2OC)c(=O)c2ccccc12	-5.5	2.4	-6.2	1.29	0.5	1	4.9	1.5	1475	-0.7	-0.5
N#CC1(C#N)C2=C(CCCC2)NC(c2ccccc2)C1(C#N)C#N (stereo not drawn)	-2.8	7.6	-0.9	nt	3.8	0.9	-6.9	-2.9	1662	2.0	4.1
O=C(CCSc1ccccc1)NCCSCc1ccco1	-7.4	-5.9	-9.3	nt	-0.8	1.1	13.5	0.1	1559	0.4	3.4
CN(C)S(=O)(=O)c1ccc(C(=O)OCC(=O)Nc2sc3c(c2C#N)CCCCC3)cc1	0.8	36.6	-6.5	-0.223	1.6	0.6	-1.6	0.1	1619	-0.1	-2.8
O=C(CCCCCn1c(=S)[nH]c2ccc(N3CCOCC3)cc2c1=O)NCc1cccc(Cl)c1	0.7	-1.2	-1.2	0.0191	12.4	1	-12.9	2.9	1665	0.9	9.2
CC(=O)c1cccc(NC(=O)c2c(C)nn(-c3ccccc3)c2Cl)c1	10.7	5.6	-0.1	0.101	0.3	0.9	1.4	2.3	1553	-0.8	-20.5
N#CC1=C(N)Oc2n[nH]c(-c3ccccc3)c2C1c1cccc(OC(=O)N2CCOCC2)c1 (stereo not drawn)	-2.5	-10.4	-3.6	nt	1.1	1.1	8.3	-14.1	1480	1.3	-29.4
C/C(CC(=O)NC12CC3CC(CC(C3)C1)C2)=N\NC(=O)c1ccc(C)cc1	-2.5	2.8	-4.9	-0.00791	-12.2	1	-4.6	0.9	1373	-0.7	-0.9
CCc1nnc(NS(=O)(=O)c2ccc(NC(=O)/C=C/c3ccc(F)cc3)cc2)s1	4.8	-6.7	-7.4	0.829	2.3	1.1	9.6	-2.1	1565	-0.2	-3.3
O=C(CSC1=NCCN1)Nc1ccccc1[N+](=O)[O-]	-2.3	-9.3	-3.4	-0.668	3.9	1.1	-8.4	5.0	1587	-1.7	-5.5
COc1ccc(N2C(=O)C(Cl)=C(N3CCCC(C)C3)C2=O)cc1 (stereo not drawn)	12.4	15.7	0.2	nt	4.3	0.8	6.7	3.9	1638	0.0	nt
O=C(COC(=O)Cc1ccc(Cl)cc1)Nc1ccccc1-c1ccccc1	-0.9	10.8	-2.9	nt	-4.6	0.9	-7.6	0.5	1720	0.2	-8.8
O=C(COC(=O)C1CC2C=CC1C2)Nc1ccccc1F (stereo not drawn)	6.6	-9.5	-1.6	nt	0.8	1.1	7.7	-2.9	1626	-0.5	-2.6
CCOC(=O)c1c(C)[nH]c(C(=O)CSc2ccc(Cl)cc2)c1C	11.0	29.5	-4.6	-0.000548	-0.7	0.7	1.4	4.1	1713	0.1	nt
CCOc1ccc(CNC(=S)N/N=C/c2ccc(OC)c(OC)c2)cc1	0.6	22.5	-5.8	1.24	-2.3	0.8	-10.4	0.2	1570	0.3	-10.4
Cc1noc(/C=C/N(C)C)c1S(=O)(=O)N1CCCC(C(=O)N2CCCCC2)C1 (stereo not drawn)	3.5	0.5	-7.0	nt	0.6	1	-0.1	9.3	1562	-0.3	-5.8
N#C/C(=C\c1ccc(O)c(O)c1)C(=O)N1CCCC1	9.4	23.4	0.0	0.0345	4.9	0.8	-3.4	7.3	1350	-2.9	-10.1
COc1ccc(-n2nnnc2SCC(=O)Nc2ccc3c(c2)OCCO3)cc1OC	-6.2	11.4	4.1	nt	-8.4	0.9	-5.1	-1.9	1533	2.2	-10.8
O=C(CCn1nnc2ccccc21)Nc1nnc(COc2ccc(F)cc2)s1	-3.8	9.1	-1.4	0.248	3.0	0.9	-8.7	-7.8	1513	1.4	-45.6
COc1ccc(N(C(=O)c2ccco2)C(C(=O)NC2CCCC2)c2ccc(N(C)C)cc2)cc1 (stereo not drawn)	8.6	-5.4	54.1*	nt	-0.8	1.1	-9.2	9.7	1546	0.3	-28.2
CCNC(=S)N1C2CCC1CC(NC(=O)Nc1ccc(C(=O)OCC)cc1)C2 (stereo not drawn)	-0.5	-11.5	-3.7	-0.0676	10.4	1.1	-7.9	5.7	1706	-0.1	4.2
CC(=O)CC(c1ccccc1)S(=O)(=O)c1ccc(C)cc1 (stereo not drawn)	3.8	-7.9	2.4	nt	7.5	1.1	-3.5	-13.6	1441	-0.4	nt
Clc1ccccc1CSc1nnc(-c2ccco2)c(-c2ccco2)n1	3.6	2.1	-4.7	-1.28	8.6	1	-5.7	11.7	1780	1.7	nt
COCCNC(=S)N/N=C(\C)c1ccc2cc(OC)ccc2c1	6.0	-2.2	11.2	-1.86	1.8	1	0.1	3.9	1524	-0.7	-3.8
CCSC1=C(C#N)C(c2cccc(OC)c2)CC(=O)N1 (stereo not drawn)	5.0	10.4	-3.6	-0.149	1.6	0.9	0.4	3.9	1612	0.8	-45.3
COc1ccccc1N1C[C@@H]2C[C@@H](c3ccco3)N3CCC[C@@]23C1=O	-1.0	-21.5	3.0	-0.49	10.9	1.2	-0.5	-0.4	1597	-0.9	-6.8
CC1Cc2ccccc2N1S(=O)(=O)c1cccc(C(=O)NC2CC2)c1 (stereo not drawn)	2.0	5.4	9.3	nt	-3.1	0.9	6.6	3.7	1475	-2.2	-23.3
CN(C)CCCNC(=O)c1ccccn1	14.3	5.2	-4.6	0.654	-7.4	0.9	-2.1	-2.8	1578	0.1	nt
Cc1ccc(-n2ncc3c(SCC(=O)NNC(=O)c4ccco4)ncnc32)cc1	4.6	0.2	7.0	nt	12.7	1	-2.9	8.3	1741	-0.6	-2.2
CCc1ccc2c(CN3CCN(S(=O)(=O)c4cccs4)CC3)cc(=O)oc2c1	4.9	11.7	8.4	-0.0271	3.3	0.9	3.4	4.0	1479	-0.1	-1.0
CN(C)C(=O)c1cc(S(=O)(=O)N(C)C)c(Cl)cc1N1CCCC1	8.6	4.8	-6.5	0.0982	1.6	1	-2.6	-5.9	1530	0.2	18.9
C#CCNc1nc(CC)nc2c1nnn2Cc1ccccc1F	-0.3	4.4	21.6	0.098	5.8	1	-10.3	15.4	1433	0.0	2.1
COc1ccc(-n2c(-c3ccc(Br)cc3)c[n+]3c2CCc2ccccc2-3)cc1	3.5	-1.7	100.0*	-2.45	3.6	1	26.5*	1.5	1786	0.5	3.2
O=C1CC(c2ccccc2)n2nc(NC(=O)C3CCCO3)nc2N1 (stereo not drawn)	-7.2	-2.2	-2.1	nt	-1.6	1	-2.9	7.0	1738	0.2	-12.0
COc1ccc(C2CC(c3ccccc3)=NN2c2ccc(Cl)c(C(=O)O)c2)cc1 (stereo not drawn)	0.5	-5.1	3.9	0.787	-0.7	1.1	-6.4	2.3	1663	-1.1	-12.2
c1ccc2c(c1)nc1sccn12	6.8	0.8	-5.0	0.506	11.7	1	-12.4	-4.8	1454	0.0	-17.9
CC(C)Nc1nc(Cl)nc(N(C#N)CN2C(=O)c3ccccc3C2=O)n1	14.9	1.4	-3.3	-1.64	3.0	1	12.2	1.5	1565	-1.1	-10.1
O=C(Nc1ccc2c(c1)nc1n2CCSC1)c1ccccc1	5.4	-5.8	-1.8	nt	7.4	1.1	3.9	2.1	1720	1.0	33.5
CC12CC3(C)CC(C)(C1)CC(C(=O)NC1=NCCS1)(C2)C3	-4.0	nt	15.7	nt	0.1	nt	5.9	3.8	1572	-3.5	nt
C=C(C)c1cccc(C(C)(C)NC(=O)N2CCCC(C(N)=O)C2)c1 (stereo not drawn)	-6.9	10.8	-6.8	nt	1.6	0.9	-1.1	-4.0	1312	0.6	6.3
Cc1ccc(S(=O)(=O)CCC(=O)OC(C)C(=O)c2c(C)[nH]c3ccccc23)cc1 (stereo not drawn)	8.0	14.9	6.9	0.538	0.7	0.9	-0.6	4.6	1478	-0.3	-4.9
COc1ccc(S(=O)(=O)N2CCOCC2)cc1NC(=O)CSc1n[nH]c(=O)n1C1CC1	4.2	14.0	-5.8	nt	-2.3	0.9	6.8	1.8	1534	-0.3	2.1
O=C(N/N=C/c1ccc(Cl)c([N+](=O)[O-])c1)c1cc(-c2ccccc2)nc2ccccc12	-2.1	14.8	24.3	-0.0216	-10.8	0.9	7.1	0.0	1454	0.1	-1.2
CC(=O)c1cccc(NC(=O)Nc2cc3sccc3n2C)c1	1.2	5.7	-4.7	nt	-0.9	0.9	10.4	1.9	1504	-1.1	-27.9
CCOC(=O)c1cnc(SCc2nc(N)nc(Nc3ccc(OC)cc3)n2)nc1N	-0.7	7.1	7.5	0.601	1.7	0.9	11.1	-13.5	1423	0.5	nt
Cc1ccc2cc(CN(Cc3ccco3)C(=O)NC3CCCCC3)c(=O)[nH]c2c1C	-1.4	6.3	30.4	nt	0.3	0.9	-4.4	0.4	1582	0.0	nt

Assay outcomes: PubChem BioAssay, several laboratories
